GLA spleen mod – qHTS Assay for Inhibitors and Activators of Human alpha-Galactosidase From Spleen Homogenate; human spleen homogenate, 4MU-alpha-Gal fluorescence, 40 min; Potency, µM (doses to about 80 µM), without a hit: top-dose activity change, negative = inhibition, usual class: inhibitors; hit rate 0.008% among 240,000; AID 2107, 2009;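 also: potency is read from the fitted curve at half-maximal effect; 0% = enzyme with vehicle and -100% = no enzyme basal signal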
Target sequence (P06280 32-429 limits assumed): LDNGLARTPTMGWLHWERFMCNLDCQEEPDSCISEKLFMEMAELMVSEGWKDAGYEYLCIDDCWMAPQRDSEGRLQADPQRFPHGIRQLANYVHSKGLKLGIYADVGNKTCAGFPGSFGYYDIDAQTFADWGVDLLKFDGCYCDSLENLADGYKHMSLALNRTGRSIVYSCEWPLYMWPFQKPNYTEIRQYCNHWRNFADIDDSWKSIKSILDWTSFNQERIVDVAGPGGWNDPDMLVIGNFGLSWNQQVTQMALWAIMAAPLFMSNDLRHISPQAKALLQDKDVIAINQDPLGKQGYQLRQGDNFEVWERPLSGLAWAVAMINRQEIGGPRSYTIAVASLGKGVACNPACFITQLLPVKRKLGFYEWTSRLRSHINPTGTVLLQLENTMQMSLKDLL
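Spleen homogenate 1 ug + cpd (titration) + 4-MU-alpha-D-galactopyranoside 1 mM; 37C 40 min; 50 mM citrate/phosphate pH 5.0, 0.01% Tween-20; stop pH 10; fluorescence 365/440; AC50 via Hill.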
Luc counter – Counterscreen for Luciferase (Kinase-Glo TM) Inhibition; Luciferin 4-monooxygenase (Photuris pensylvanica), Q27757; Kinase-Glo luciferase, ATP luminescence, 8 min; Potency, µM (series often up to 38.3 µM), for inactives: at the top dose activity change, negative = inhibition, most hits filed as inhibitors; hit rate 0.28% among 200,000; AID 1379, 2008; also: potency is read from the fitted curve at half-maximal effect; % is scaled to controls: 0 for no effect and ±100 for the full control effect; nearly all actives have a fitted effect of over 60% in size
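Recombinant Kinase-Glo luciferase, 10 uM ATP (linear range), luciferin; imidazole pH 7.2 / KCl / MgCl2 / Tween / BSA buffer; 8 min RT; luminescence.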
CBFb-RUNX1 inh – qHTS Assay for Compounds Blocking the Interaction Between CBF-beta and RUNX1 for the Treatment of Acute Myeloid Leukemia; Runt-related transcription factor 1 (Homo sapiens) + Core-binding factor subunit beta …; AlphaScreen CBFb-His/RUNX1-biotin binding, biochemical; Potency, µM (top dose mostly 59.8 µM), for inactives: at the top dose activity, negative = inhibition, most hits filed as inhibitors; 230,000 tested, under 10 active; also: % of control where 0% means no effect
Target sequence (Q01196 whole entry, looked up): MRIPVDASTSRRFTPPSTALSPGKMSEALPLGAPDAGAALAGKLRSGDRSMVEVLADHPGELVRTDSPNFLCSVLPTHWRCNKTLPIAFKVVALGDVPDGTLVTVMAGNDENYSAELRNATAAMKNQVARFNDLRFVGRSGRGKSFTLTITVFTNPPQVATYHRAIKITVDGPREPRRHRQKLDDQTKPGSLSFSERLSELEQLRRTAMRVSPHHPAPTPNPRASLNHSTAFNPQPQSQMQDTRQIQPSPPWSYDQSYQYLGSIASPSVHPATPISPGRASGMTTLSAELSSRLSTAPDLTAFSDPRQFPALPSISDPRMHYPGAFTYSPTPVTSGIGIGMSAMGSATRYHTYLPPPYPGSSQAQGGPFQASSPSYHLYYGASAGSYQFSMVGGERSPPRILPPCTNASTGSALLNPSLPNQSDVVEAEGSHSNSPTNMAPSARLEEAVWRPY
Target sequence (Q13951 whole entry, looked up): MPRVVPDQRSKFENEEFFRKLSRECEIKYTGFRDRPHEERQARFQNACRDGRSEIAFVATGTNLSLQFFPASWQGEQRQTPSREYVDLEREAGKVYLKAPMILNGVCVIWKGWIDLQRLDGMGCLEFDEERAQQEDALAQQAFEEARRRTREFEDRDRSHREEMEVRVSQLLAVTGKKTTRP
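Read-out: AlphaScreen. Format: His-CBF-beta with biotinylated RUNX1 (30 nM each) preincubated 20 min, compound 15 min, Ni-chelate plus streptavidin beads 90 min; room temperature throughout.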
Lamin A splicing – qHTS Assay for Modulators of Lamin A Splicing; HeLa LMNA splicing GFP/RFP minigene ratio, 48 h; Potency, µM (titrated, usually from 46.1 µM), for the others: at the highest dose ratio change, negative = inhibition, hits mostly inhibitors; hit rate 0.01% among 200,000; AID 1487, 2009; active = well fitted inhibition curve with a large enough effect in the signal ratio, with a control signal flat, not every such curve was filed as active; inconclusive = small, poorly fitted or top-dose-only effect, or effect the other way, or a change in a side signal; the % refers to the signal ratio; also: potency is read from the fitted curve at half-maximal effect; % is scaled to controls: 0 for no effect and ±100 for the full control effect
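S3 HeLa cells stably expressing lamin A-EGFP splicing minigene plus DsRed2, 600 cells/well, 48 h compound exposure at 37C. Laser-scanning cytometry; analysed as GFP (500-530 nm)/RFP (575-640 nm) total intensity ratio; 0.5% DMSO vehicle.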
Epigenetic derep – Quantitative High-Throughput Screen for Regulators of Epigenetic Control; AID 1865, 2009; Potency, µM (highest dose often 53.9 µM), for inactives: at the top dose GFP activation, actives largely listed as activators; murine LDR cells, GFP reporter derepression, 30 h; hit rate 0.2% among 280,000; also: potency is read from the fitted curve at half-maximal effect; % of control where 0% means no effect; nearly all actives have a fitted effect of over 60% in size
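Readout is the number of GFP-expressing murine LDR cells, counted by cytometry following washing. Cells were treated with compound for 30 h at 37 C; the stably integrated CMV-GFP locus is normally silent.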
IMPase Li inh – qHTS Assay for Identifying the Cell-Membrane Permeable IMPase Inhibitors: Potentiation with Lithium; CHO-M1 cells, IP1 TR-FRET (IP-One), carbachol + lithium; Potency, µM (series often up to 59.4 µM), for the others: at the top dose activity, negative = IMPase inhibition, hits mostly inhibitors; hit rate 0.35% among 210,000; AID 1457, 2008;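 also: IP1 builds up when IMPase is blocked and the TR-FRET signal falls; potency is read from the fitted curve at half-maximal effect; plate controls were basal vehicle for no effect and high inhibitor control for full effect; nearly all actives have a fitted effect of over 50% in size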
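Lithium-sensitised IP1 accumulation assay; M1-expressing CHO cells treated 30 min at 37C with compound. Competitive antibody detection by time-resolved FRET followed a 10 min room-temperature lysis step.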
NPSR antagonist – qHTS Assay for Antagonists of the Neuropeptide S Receptor: cAMP Signal Transduction. Q6W5P4. CHO-NPSR cells, cAMP TR-FRET, antagonist mode. Potency, µM (highest dose often 38.3 µM), without a hit: at the highest dose activity change, negative = inhibition, hits mostly inhibitors. hit rate 1% among 220,000; also: potency is read from the fitted curve at half-maximal effect; % is scaled to controls: 0 for no effect and ±100 for the full control effect; nearly all actives have a fitted effect of over 50% in size; many of its hits are not listed in these tables
An asterisk follows results filed as active; ? = inconclusive; . = not tested or not shown; & = joins results of further samples; [ ] = another dose, or the depositor's remark. Unless noted, calls follow the shape of the dose curve; as a rule, active = well fitted curve in the direction sought with a large enough effect; inconclusive = small, poorly fitted or top-dose-only effect, or another doubt; inactive = no such curve, though single readings can be large; an effect the other way counts as inactive or inconclusive. Only part of the results is shown, so the mix of outcomes need not match the whole.

no.	Structure	GLA spleen mod	Luc counter	CBFb-RUNX1 inh	Lamin A splicing	Epigenetic derep	IMPase Li inh	NPSR antagonist
1	CCCC[C@@H]1C[C@H]1C(NC(=O)c1cccs1)c1ccc(Cl)cc1 (some centres not stated)	2%	-1%	?	.	0.4%	16%	.
2	Cc1ccc(NC(=O)c2cc(C)on2)cc1	?	.	6%	-9%	1.0%	.	-25%[46.1 µM]
3	COc1cccc(C(=O)NCc2nnc(SCC(=O)Nc3nccs3)n2-c2cccc(C)c2)c1	-2%	1%	-4%	-6%	-1.0%	11%	-5%
4	CC(C)CC(=O)N1CCC(O)(CS(=O)(=O)Cc2ccccc2)CC1	-4%	-5%	-14%	-7%	4.1%	-26%[38.3 µM]	-9%[46.1 µM]
5	COc1cc(/C=N/NC(N)=O)ccc1OCC(=O)N1C(C)CCCC1C (configuration not stated)	3%	-1%	-2%	.	-3.1%	-8%	15%
6	COc1ccccc1N1CCN(C(=O)c2ccc(CS(=O)(=O)c3ccccc3OC)o2)CC1	-8%	2%	6%	?	0.0%	?	17%[46.1 µM]
7	NS(=O)(=O)c1ccc(NC(=O)COC(=O)CSc2n[nH]c(-c3ccccc3)n2)cc1	5%	.	0%	2%	0.0%	.	2%[46.1 µM]
8	CS(=O)(=O)N1CCN(C(=O)C(Sc2ccccc2)c2ccccc2)CC1 (configuration not stated)	11%	0%	3%	-6%	0.9%	53%[activator][38.3 µM]	-22%[46.1 µM]
9	Cc1cc(SCC(=O)N/N=C/c2cccnc2)nc2c(C)cccc12	1%	0%	-4%	?	2.0%	6%	-18%
10	COc1ccc(COC(=O)N/N=C2/C[C@@H](O)[C@@H](O)[C@@H]3[C@@H]4C(=O)N(c5cccc(Oc6ccccc6)c5)C(=O)[C@H]4CC[C@@H]23)cc1	-3%[17.5 µM]	.	13%[13.1 µM]	.	0.8%[10.1 µM]	.	.
11	CCN(CC)S(=O)(=O)c1ccc2c(c1)nc(CCC(=O)Nc1cccc(C(F)(F)F)c1)n2CC	-5%	1%	1%	?	-1.2%	6%[38.3 µM]	?
12	C#CCNC(=O)C1=C[C@H](c2ccc(Br)cc2)C[C@H](OCCCCO)O1	1%	.	10%	.	-0.8%	2%	-10%
13	COc1ccc(-c2nc3cnc(Oc4ccccc4)nc3n(CCC#N)c2=O)cc1	8%	.	.	?	.	10µM*	.
14	COc1ccc2nc(Nc3sc4c(c3C(N)=O)CCCC4)sc2c1	2%	0%	-9%	?	?	1%	-8%
15	CCCCOc1ccc(C(=O)N/N=C/c2ccc(OCCN3CCCCC3)c(OC)c2)cc1	0%	-1%	-2%	?	5.1%	14%	-8%

Three records picked at random from those above, as already listed:
no.	Structure	GLA spleen mod	Luc counter	CBFb-RUNX1 inh	Lamin A splicing	Epigenetic derep	IMPase Li inh	NPSR antagonist
6	COc1ccccc1N1CCN(C(=O)c2ccc(CS(=O)(=O)c3ccccc3OC)o2)CC1	-8%	2%	6%	?	0.0%	?	17%[46.1 µM]
2	Cc1ccc(NC(=O)c2cc(C)on2)cc1	?	.	6%	-9%	1.0%	.	-25%[46.1 µM]
12	C#CCNC(=O)C1=C[C@H](c2ccc(Br)cc2)C[C@H](OCCCCO)O1	1%	.	10%	.	-0.8%	2%	-10%

Next part
no.	Structure	GLA spleen mod	Luc counter	CBFb-RUNX1 inh	Lamin A splicing	Epigenetic derep	IMPase Li inh	NPSR antagonist
16	Cc1cc(C(=O)Nc2cccc3ncccc23)no1	4%	-3%	3%	6%	1.0%	0%[38.3 µM]	2%[46.1 µM]
17	O=C(C(=O)N1CCc2ccccc2C1)c1c[nH]c2ccccc12	6%	1%	2%	-4%[46 µM]	1.0%	7%	3%
18	CC(NS(=O)(=O)c1ccc(CCC(=O)NCc2cccnc2)cc1)c1ccccc1 (configuration not stated)	1%	2%	-1%	10%	1.5%	-14%[38.3 µM]	-13%[46.1 µM]
19	N[C@H](Cc1ccc(Cl)cc1)C(=O)O	-3%	4%	0%[21.7 µM]	.	-2.8%	9%	.
20	COC(=O)CC1(C(=O)OC)Oc2ccc(Br)cc2C(=O)N1c1cc(Cl)c(Cl)cc1Cl (configuration not stated)	-10%	.	21%	.	2.2%	.	?
21	O=C(/C=C/c1ccc(S(=O)(=O)N2CCOCC2)cc1)NCCCn1ccnc1	-3%	.	-28%	.	-0.3%	-2%	15%
22	O=C(/C=N/O)NCc1cccnc1	7%	.	6%	9%	-0.2%	.	0%[46.1 µM]
23	CCNC(=O)CN(CCc1ccccc1)S(C)(=O)=O	6%	2%	4%	1%	-2.1%	-2%[38.3 µM]	-5%[46.1 µM]
24	CC(C)CCN1CCN(Cc2ccc(C#CCCO)cc2)CC1CCO (configuration not stated)	0%	.	0%	.	-0.2%	7%	-17%
25	Cc1ccc(C)c(OCC(=O)O/N=C(\N)c2ccccn2)c1	7%	-6%	3%	-1%	-1.0%	3%[38.3 µM]	-3%[46.1 µM]
26	O=C(Cn1cncn1)N/N=C/c1cccc(Cl)c1	-13%	.	6%	.	-1.1%	.	8%
27	Cc1ccc(C)c(NC(=S)NCCCN2CCOCC2)c1	-4%	-4%	3%	15%[46 µM]	-5.2%	-1%	18%
28	O=C(Nc1cccc(-c2csc(-c3ccccc3)n2)c1)c1cccs1	-8%	17%	4%	?	1.4%	25%[38.3 µM]	-20%[46.1 µM]
29	COc1ccc(C(=O)N2CC3(C)CC2CC(C)(C)C3)cc1OC (configuration not stated)	-3%	3%	0%	-15%	-1.0%	1%	-10%[46.1 µM]
30	O=C(O)c1ccccc1NS(=O)(=O)c1cccc(C(F)(F)F)c1	1%	-2%&0%	5%	9%	-0.8%&0.0%	28%[38.3 µM]	-9%[46.1 µM]

Following part.
no.	Structure	GLA spleen mod	Luc counter	CBFb-RUNX1 inh	Lamin A splicing	Epigenetic derep	IMPase Li inh	NPSR antagonist
31	NC(=NCCc1c[nH]c2ccccc12)NS(=O)(=O)c1ccc(F)cc1	5%	-2%	-4%	?	-3.0%	-6%	19%
32	O=C(c1ccc(Cl)cc1)c1cnc(Nc2ccccc2Cl)s1	-1%	-10%	-3%	?	-0.9%	-20%[38.3 µM]	-20%[46.1 µM]
33	S=C(NCc1ccco1)N1CCN(c2nc(-c3ccc(Cl)cc3)cs2)CC1	22%	0%	-13%	.	6.0%	5%	-55%
34	Cc1nnc(SC(C)C(=O)Nc2c(C)n(C)n(-c3ccccc3)c2=O)n1N (configuration not stated)	-1%	1%	14%	.	-1.2%	-6%	10%
35	COC(=O)c1ccc(NC(=O)Nc2ccc(OC)c(OC)c2)cc1	3%	-2%	13%	-10%[46 µM]	-1.5%	0%	-15%
36	N#CCCn1c(=O)c(CCc2ccccc2)nc2cnc(Oc3cccc(Cl)c3)nc21	4%	-2%	.	.	.	7%	.
37	O=C(Cc1ccccc1)N1CCN(S(=O)(=O)c2ccc([N+](=O)[O-])cc2)CC1	0%	-2%	1%	.	3.9%	13%	-8%
38	COc1ccc(CCN2C(=O)CC(Nc3ccc(N4CCOCC4)cc3)C2=O)cc1OC (configuration not stated)	0%	10%	?	7%	0.3%	5%[38.3 µM]	-24%[46.1 µM]
39	CCNS(=O)(=O)c1ccc(-c2ccc(-n3cnnn3)cc2)cc1	0%	.	8%	.	0.0%	6%	2%
40	CC(C)(CNC(=O)c1cccs1)CNC(=O)c1cccs1	-11%	-1%	6%	-4%	-0.7%	2%[38.3 µM]	-7%[46.1 µM]
41	CCOC(=O)c1ccc(NC(=O)CCc2nc(-c3ccccc3Cl)no2)cc1	-3%	-3%	6%	?	2.2%	14%[38.3 µM]	-15%[46.1 µM]
42	Cc1ccc([S+](=O)([O-])N(c2ccccc2)[S+](=O)([O-])C(F)(F)F)cc1	4%	-2%	-2%	.	2.3%	8%	.
43	O=C1C(c2ccc(F)cc2)N(Cc2ccc3c(c2)OCO3)C(=O)CN1C1CCCCC1 (configuration not stated)	0%	-2%	-3%	-3%	0.9%	15%[38.3 µM]	-17%[46.1 µM]
44	O=C(CSc1ncn[nH]1)Nc1ccc([N+](=O)[O-])cc1Br	6%	-4%	-4%	5%	1.1%	-1%	23%
45	CN(C)c1ccc(C(=S)N2CCN(C(=S)Nc3ccccc3)CC2)cc1	-2%	0%	-15%	-9%[46 µM]	1.0%	6%	-13%

Remaining list, next part:
no.	Structure	GLA spleen mod	Luc counter	CBFb-RUNX1 inh	Lamin A splicing	Epigenetic derep	IMPase Li inh	NPSR antagonist
46	COC(=O)CN(c1ccccc1)S(=O)(=O)c1cc(Br)ccc1OC	-2%	.	10%	.	-3.1%	.	39%
47	Cn1c(NC(=O)c2ccco2)c(-c2ccccc2)c(=O)c2ccccc21	-5%	-6%	18%	-11%	0.7%	1%[38.3 µM]	-10%[46.1 µM]
48	CC(=O)Nc1ccc(-n2nnnc2SCC(=O)N2CCN(C(=O)c3ccco3)CC2)cc1	4%	0%	12%	-3%	-2.2%	7%	-10%[46.1 µM]
49	COc1cc(N(C(=O)Cc2cccs2)C(C(=O)NC2CCCCC2)c2cccc(OC)c2OC)ccc1-n1cnnn1 (configuration not stated)	-1%	-3%	5%	-6%	0.0%	4%	-13%
50	COC1C(O)CC(=O)OC(C)C/C=C/C=C/[C@@H](OC2CCC(N(C)C)C(C)O2)C(C)C[C@@H](CC=O)[C@@H]1O[C@H]1OC(C)[C@H](O[C@@H]2C[C@@](C)(O)C(O)C(C)O2)C(N(C)C)C1O (some centres not stated)	7%	-3%	24%	.	-2.4%	3%	.
51	CCCC(=NCC(=O)O)C1=C(O)C(C(=O)OC)C(C)(C)CC1=O (configuration not stated)	9%	1%	0%	0%	-1.0%	0%[38.3 µM]	1%[46.1 µM]
52	Cc1ccc(CNC(=O)[C@H](C)[C@H]2C[C@]2(C)[C@H](NC(=O)OCc2ccccc2)c2ccccc2)c(F)c1F	7%	-3%	8%	.	1.6%	8%	.
53	CC(=O)N(Cc1ccco1)c1nc(C(=O)Nc2ccc(Cl)cc2)c(C)s1	5%	0%	6%	-25%	0.0%	8%	-37%

Screens from PubChem BioAssay.
